ERK EGF block: inhibitors of EGF-stimulated ERK signaling pathway; HEK293-V1b, EGF-stimulated phospho-ERK AlphaScreen; Potency, µM (series often up to 11.5 µM), without a hit: top-dose activity change, negative = inhibition, most hits filed as inhibitors; actives 0.41% (n = 130,000); AID 1454; active = well fitted inhibition curve with a large enough effect; inconclusive = small, poorly fitted or top-dose-only effect, or effect the other way;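 also: plate controls were stimulated vehicle wells for no effect and unstimulated vehicle basal for full effect; nearly all actives have a fitted effect of over 55% in size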
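Stably V1b-transfected HEK293 cells; 30 min compound, then EGF 25 nM final for 5 min at 37C; 10 min lysis; phospho-ERK by AlphaScreen after 5 hr beads at room temperature.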
* = called active by the depositor; ? = inconclusive; [ ] = another dose, or the depositor's remark. Potency is read from the fitted curve at half-maximal effect. This is a subset; rates above refer to the full screens.

ERK EGF block	molecule
2.2%	COC(=O)/C=C/c1ccc(-n2ccnc2)cc1
-26.3%[57.5 µM]	CCOC(=O)C(=O)Nc1ccc(Oc2ccccc2)cc1
-2.0%	O=C(Nc1ccc(Br)cc1Cl)NC1CC1
0.0%	CCc1cccc(OCC(=O)Nc2ccc(S(=O)(=O)Nc3ccccn3)cc2)c1
?	Cc1[nH]n(-c2nc(-c3ccc(Cl)cc3)cs2)c(=O)c1N=Nc1ccc(O)cc1
-3.0%	CN1C[C@@H]2C(c3ccc(Cl)nc3)C3(c4ccc(C#N)cc4)CC2(C3)[C@H]1c1ccccc1 (stereo partly drawn)
-1.8%	Cc1cc(C)n2nc(SCC(N)=O)nc2n1
-4.2%	CCOC(=O)c1nonc1NC(C)=O
5.5%	Cc1cc(SCC(=O)OCC(=O)NCc2ccc3c(c2)OCO3)c(C)cc1Br
?	O=C1c2cccc3c([N+](=O)[O-])ccc(c23)C(=O)N1Cc1cccnc1
-5.6%[57.5 µM]	CCOC(=O)C1=C(c2ccccc2)N=c2s/c(=C\c3ccco3)c(=O)n2C1c1cccs1 (stereo not drawn)
0.5%	CC1(C)C(=O)OC(/C=C\c2cccc([N+](=O)[O-])c2)C(C)(C)C1=O (stereo not drawn)
-4.6%	CC1CCN(C(=O)C2CCN(CC(C)c3ccccc3)CC2)CC1 (stereo not drawn)
-1.7%	CCn1nc(C)c(CN2CCN(Cc3cccc(OC)c3)C(CCO)C2)c1C (stereo not drawn)
-9.1%	Cc1ccc(O)c(CCc2ccc(O)cc2)n1
2.3%[57.5 µM]	Nc1nc(C(F)(F)F)cc(=O)[nH]1
-2.8%	O=C(N/N=C/c1cc(Cl)ccc1O)c1ccc(Br)cc1
5.7%	NC(=O)c1c(NC(=O)CCCn2cnc([N+](=O)[O-])n2)sc2c1CCCC2
-4.5%	COc1ccc(CNC(=O)CCSCc2ccccc2C)cc1
-4.1%	COc1ccc(N2CCN(C(=O)CN(C)S(=O)(=O)c3ccc4c(c3)c(=O)n(C)c(=O)n4C)CC2)cc1
5.6%[57.5 µM]	Cc1ccc(S(=O)(=O)N2CCCCC2c2cccnc2)c(C)c1C (stereo not drawn)
8.5%	COc1ccc(Nc2cc(C)c3ccccc3n2)cc1
-0.6%	CC(C)CCn1c(O)c(N=Nc2ccccn2)c2ccccc21
29.0%	C/C(=N\NC(=O)OC(C)(C)C)c1ccccc1Br
7.7%	Cc1ccc(N/N=C(\C#N)C(N)=S)c(C)c1
0.9%	O=C(COC(=O)C12CC3CC(CC(O)(C3)C1)C2)NC12CC3CC(CC(C3)C1)C2
2.5%[57.5 µM]	CC(=O)Nc1nnc(-c2c(-c3c(Cl)cccc3Cl)noc2C)o1
-2.6%	COC(CNS(=O)(=O)c1cccc2nonc12)OC
0.5%[57.5 µM]	O=c1c(-c2ccc(Cl)cc2)[n+]([O-])c2ccccc2n1OCc1nc2ccccc2[nH]1
-3.1%	O=C(CCSCc1ccccc1Cl)NC1CCCCC1
10.7%	O=[N+]([O-])c1ccc(Cl)c2cccnc12
-0.9%	COc1ccc(C2=NN(C(=O)c3cccs3)C(c3ccccc3O)C2)cc1 (stereo not drawn)
23.5%	O=C1CCC(C(=O)N2CCCC(C(=O)c3ccc4c5c(cccc35)CC4)C2)=NN1 (stereo not drawn)
8.3%[57.5 µM]	Cc1ccc(N2CC(c3nc4ccccc4n3C)CC2=O)cc1 (stereo not drawn)
-2.3%	COc1cc(CC(=O)Nc2ccccc2N2CCCCC2)cc(OC)c1OC
20.4%	Cn1cccc1/C=N/NC(=O)c1cc(-c2cccs2)nc2ccccc12
8.1%	COc1ccc(C(C[N+](=O)[O-])n2nc(C)cc2C)cc1 (stereo not drawn)
7.7%	COc1ccc(N2CCN(Cc3cc(OC)c(O)c([N+](=O)[O-])c3)CC2)cc1
-2.8%	COc1ccc(N(CC(=O)NCc2ccccc2OC)S(=O)(=O)c2ccccc2[N+](=O)[O-])c(OC)c1
1.0%	COc1ccccc1Nc1nc(C)c(C(=O)Nc2ccccc2)s1
6.2%[57.5 µM]	NC(=O)c1ccc(NC(=O)COC(=O)c2ccc([N+](=O)[O-])cc2)cc1
-5.8%	CCn1c2ccccc2c2cc(/C=N/NC(=O)c3ccccc3C)ccc21
1.0%	Fc1nc(F)c(F)c(NCCCNc2c(F)c(F)nc(F)c2F)c1F
9.2%	COc1cc(/C=C2\SC(N3CCc4ccccc4C3)=NC2=O)cc(OC)c1OC
5.9%	CC1CCN(C(=S)c2ccc(N(C)C)cc2)CC1
-4.9%[57.5 µM]	COc1ccc(/C(N)=N/OC(=O)c2cccs2)cc1
-3.6%	C/C(=N\NC(=O)c1ccc2c(c1)OCO2)c1ccc(C(=O)O)s1
10.6%	CCN1CCCC(CO)(Cc2ccccc2)C1 (stereo not drawn)
-3.2%	Cc1c(Nc2ncnc3nc[nH]c23)c(=O)n(-c2ccccc2)n1C
-0.3%	COc1ccc(-c2[nH]ncc2CNC(C)c2ccccc2Cl)cc1F (stereo not drawn)
3.7%	CCOC(=O)c1ccc2nc(Nc3nc4ccc(F)cc4s3)sc2c1
-6.7%	C/C=C/c1ccc(OCC(=O)OCC)c(OC)c1
-0.4%	CCN(CC)CC(C)CNC(=O)CC(C(=O)N1CCc2ccccc21)n1ccnc1 (stereo not drawn)
0.8%	COc1ccc(-c2oc3cc(OC)ccc3c(=O)c2O)cc1
-5.8%	O=C(CCCc1nc2ccccc2s1)NC(c1ccccc1)c1ccccc1
?	CCn1c(CCCc2ccc(OC)c(C)c2)n[nH]c1=S
-5.9%[57.5 µM]	COc1ccc(NC2=NC(C)(CO)CS2)cc1 (stereo not drawn)
4.3%	O=C(CCn1cnc2ccccc21)N/N=C/c1ccc(O)cc1
6.7%	Cc1cc(C)n2nc(C(=O)N/N=C/c3ccccc3Cl)nc2n1
-2.8%	COc1ccccc1NC(=O)CN1CCC(c2nc3ccc(C)cc3[nH]2)CC1

Shown field by field: two of the compounds above
C/C(=N\NC(=O)c1ccc2c(c1)OCO2)c1ccc(C(=O)O)s1
  ERK EGF block: -3.6%

CCN1CCCC(CO)(Cc2ccccc2)C1 (stereo not drawn)
  ERK EGF block: 10.6%

Random excerpt: four compounds from above.
ERK EGF block	molecule
-0.3%	COc1ccc(-c2[nH]ncc2CNC(C)c2ccccc2Cl)cc1F (stereo not drawn)
3.7%	CCOC(=O)c1ccc2nc(Nc3nc4ccc(F)cc4s3)sc2c1
0.5%	CC1(C)C(=O)OC(/C=C\c2cccc([N+](=O)[O-])c2)C(C)(C)C1=O (stereo not drawn)
-3.2%	Cc1c(Nc2ncnc3nc[nH]c23)c(=O)n(-c2ccccc2)n1C

(next part)
ERK EGF block	molecule
-2.2%	COC(=O)c1ccc(NC(=S)N2CCN(C)CC2)cc1
4.5%	CCN(CC)P(=O)(Nc1ccc(C)cc1Br)c1ccc(N(C)C)cc1NC(=O)c1ccco1 (stereo not drawn)
5.3%	Oc1cc(-c2ccccc2)c2ccccc2c1
-11.1%	Cc1ccc(-n2cc(C(=O)c3ccc(N4CCN(C)CC4)cc3)nn2)cc1Cl
-2.0%	OCCC1CN(C2CCN(c3ccccc3)CC2)CCN1Cc1ccc(F)c(F)c1 (stereo not drawn)
-1.4%	Cn1c(/C=C/c2cccc([N+](=O)[O-])c2)nc2ccccc2c1=O
-10.6%[57.5 µM]	Cc1cc(C(=O)N(CCC#N)Cc2cccs2)no1
4.1%	CCc1ccc(NC(=O)c2cc(-c3ccco3)on2)cc1
24.5%	CCCc1ccc(OCCNC(=O)C2CCCCC2)cc1
2.4%	Cc1nn(Cc2ccccc2Cl)c2sc(C(=O)Nc3nccs3)cc12
?	COc1ccc(CCNc2oc(COc3ccccc3Cl)nc2C#N)cc1OC
-3.9%	CCC1=[N+](CC(=O)c2ccc(C)cc2)CCn2c(C)ccc21
?	C=CC(=O)c1ccc2ccccc2c1
6.8%	Cc1ccc(OCC(O)Cn2nc(C)cc2C)cc1 (stereo not drawn)
1.5%	Cc1sc2nc(C3CC3)nc(NCCNS(=O)(=O)c3ccccc3)c2c1C
0.9%[57.5 µM]	CCCN(CCC)C(=S)NC1CC2C=CC1C2 (stereo not drawn)
1.5%	CCOc1cc(NC(=O)c2ccccn2)c(OCC)cc1NC(=O)c1ccccc1
-0.7%[57.5 µM]	Cc1ccc2c(CN3CCOCC3)cc(=O)oc2c1
-3.7%[57.5 µM]	CCCCC1=CC2=CC(=O)C(C)(OC(=O)CC)C(=O)C2=CN1CC(C)C (stereo not drawn)
-4.2%[57.5 µM]	NS(=O)(=O)c1ccc(NC2(C(=O)O)CCCC2)cc1
-8.9%[57.5 µM]	Cc1ccc(-n2ccnc2SCC(=O)O)cc1C
1.0%	CCOC(=O)C1(CC2CCCCO2)CCN(Cc2nc(C(C)C)cs2)CC1 (stereo not drawn)
2.3%	Cc1ccc2c(n1)CC(C)(C)C/C2=N\O
?	O=C(Nc1cccc(Cl)c1)c1ccc(F)c(S(=O)(=O)NCc2cccs2)c1
6.0%	CC(C)(C)c1cc(NC(=O)CSc2nnc(NCc3ccccc3)s2)n(-c2ccccc2)n1
-4.0%[57.5 µM]	O=C(O)CCCCCNC(=O)Nc1ccc2c(c1)OCCO2
-1.4%[57.5 µM]	COCCN(CCOC)S(=O)(=O)c1ccc(Cl)nc1
-5.3%	CCCCC(=O)Nc1cccc(NC(=S)NC(=O)Cc2ccccc2)c1
-13.8%[57.5 µM]	O=[N+]([O-])c1ccc(-c2nc(-c3ccncc3)no2)cc1
0.1%[57.5 µM]	COc1cc(/C=N/NC(=O)c2ccc3nc[nH]c3c2)ccc1O

4 entries already listed, ordered by length of the SMILES, smallest number first.
ERK EGF block	molecule
5.3%	Oc1cc(-c2ccccc2)c2ccccc2c1
0.9%[57.5 µM]	CCCN(CCC)C(=S)NC1CC2C=CC1C2 (stereo not drawn)
2.3%	Cc1ccc2c(n1)CC(C)(C)C/C2=N\O
1.5%	CCOc1cc(NC(=O)c2ccccn2)c(OCC)cc1NC(=O)c1ccccc1

(cont.)
ERK EGF block	molecule
11.8%	Cc1ccc(C)c(N2CCN(C(=O)Cc3ccc(-n4c(=O)[nH]c5ccsc5c4=O)cc3)CC2)c1
?	O=C(O)c1sc2cccc(Cl)c2c1Cl
3.0%[57.5 µM]	COc1ccc(-c2noc(CCC(=O)NC3CCCC3)n2)cc1
7.1%	Cc1onc(-c2ccccc2Cl)c1C(=O)Nc1nnc(-c2ccc(F)cc2)s1
?	O=C(NN=C(Cc1ccccc1)Cc1ccccc1)c1ccccc1O
-5.0%	O=C(COC(=O)c1cc(-c2cccc(Br)c2)nc2ccccc12)NCC1CCCO1 (stereo not drawn)
25.4%	Cc1ccccc1NC(=S)N/N=C1\CC(C)(C)Oc2ccc(O)cc21
-10.4%[57.5 µM]	CCOC(=O)C1C(=O)CC(C)(O)C(C(=O)OCC)C1c1ccc([N+](=O)[O-])cc1 (stereo not drawn)
-3.5%	CC1CCCCC1NC(=S)Nc1cccc(S(=O)(=O)N(C)C)c1 (stereo not drawn)
-1.2%	CCN(CC)S(=O)(=O)c1ccc(N(C)C)c(NC(=O)CC(NC(C)=O)c2ccccc2)c1 (stereo not drawn)
11.2%	COC(=O)c1ccc(SC)cn1
0.0%	Cc1ccc(C)c(CSc2ccc3nnc(-c4ccccn4)n3n2)c1
6.3%[57.5 µM]	N#CC(C(N)=O)=C1CCCCC1
4.4%[57.5 µM]	CC(C)(C)c1cc(C(=O)C[n+]2ccc(C(=O)NCCCO)cc2)cc(C(C)(C)C)c1O
10.4%	O=C(COC(=O)C1CCCC1)NCc1ccc(Cl)cc1
0.9%[57.5 µM]	CN(C)c1cc(-c2ccc([N+](=O)[O-])cc2)oc(=O)c1Cl
-2.1%	CC1(C)C2CC=C(/C=N/NC(=O)c3ccccc3O)C1C2 (stereo not drawn)
-17.0%[57.5 µM]	Cn1cc(CN2CCC(C(=O)N3CCCCC3)CC2)c(-c2ccccc2F)n1
-2.4%	CCOc1cc(C=O)ccc1OCc1cc(=O)n2cc(C)ccc2n1
6.6%	COc1cccc(NC(=O)N2CCC(N3CCCCC3)CC2)c1
2.1%[57.5 µM]	COCCN(CC(=O)Oc1ccccc1P(=O)(OC)OC)Cc1ccccc1
4.3%	O=C(N/N=C\c1cccs1)c1sccc1-n1cccc1
?	Cc1cc(Br)c2c(c1)/C(=C/C(=O)c1cccs1)C(=O)N2
0.4%[57.5 µM]	COc1ccc(NC(=O)C(Cc2ccccc2)n2cccc2)c(OC)c1 (stereo not drawn)
2.7%[57.5 µM]	C#CCNC(=O)C1=C[C@H](c2ccc(C(F)(F)F)cc2)C[C@H](OCCCCO)O1
0.4%	CC(C)(C)Cc1nnc(NC(=O)Cc2cccs2)s1
6.4%	CC1CCN(CCOc2ccc(OCc3ccccc3)cc2)CC1
-0.5%	O=C1NN=COc2ccccc21
-6.3%	Cn1cc(C(=O)N/N=C/c2cccs2)c2ccccc21
6.1%	O=C(N/N=C/c1coc2ccccc2c1=O)c1cn(-c2ccccc2)nc1-c1ccc(F)cc1
0.1%[57.5 µM]	COC(=O)CC1C(=O)NC(C)=C1C(=O)OC (stereo not drawn)
2.9%[57.5 µM]	COc1ccc(CC(NC(C)=O)C(=O)NC2CCN(C(=O)c3cc(OC)c(OC)c(OC)c3)CC2)cc1 (stereo not drawn)
1.8%	COc1cc(C(c2c(C)[nH][nH]c2=O)c2c(C)[nH][nH]c2=O)cc(OC)c1OC
-0.7%	Cc1ccccc1C(=O)N/N=C1\SCC(=O)N1Cc1ccco1
0.7%[57.5 µM]	O=C(CCn1cccc(C(F)(F)F)c1=O)Nc1cccc(C(F)(F)F)c1
1.0%	O=C(COC(=O)c1cncc(Br)c1)NCc1ccccc1Cl
-7.9%	O=C(Nc1nn[nH]n1)c1cccc([N+](=O)[O-])c1

Screening data from PubChem BioAssay.
